TAG inh: reduces triacylglycerol accumulation in H9c2 cells. Nile Red lipid (TAG) fluorescence; cells loaded with 200 µM oleic acid. inhibition, % at 12.5 µM. 230,000 tested, 0.66% active. AID 651582;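 active means pattern-corrected inhibition of lipid staining of at least 50% with the nuclear-stain viability signal not falling by more than 50%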;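 further: 0% = DMSO wells and 100% = triacsin C control wells; some results filed as inactive read as strong as hits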
TAG inh DAPI viability: recorded beside TAG inh, whose call it bears; DAPI nuclei signal change (viability), lower = more cytotoxic, %;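 whole-well DAPI fluorescence read on a plate reader as a viability signal; minus 50 percent equals half of cells still viable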
Numbers without * were called inactive. Some of the compounds tested. The share of hits here may be higher or lower than overall.

canonical_smiles	TAG inh	TAG inh DAPI viability
CCc1ccc2[nH]cc(C(=O)OCCOC)c(=O)c2c1	7.6	-3.4
C/C(=N\Nc1cccc(Cl)c1)C1(C)N(O)C(C)(C)C(c2ccco2)=[N+]1[O-] (stereo not given)	5.3	-4.4
COCCSc1ccccc1C(=O)NCc1ccc2c(c1)OCO2	-4.3	-2.2
COc1cccc(N=NC2C(=O)N(C(N)=S)N=C2C)c1 (stereo not given)	15.9	-6.4
COc1ccc(N(CC(=O)NC2CCCC2)S(=O)(=O)c2c(C)[nH]c(=O)[nH]c2=O)cc1	17.9	-13.7
C=C(C)Cn1c(CCNC(=O)CC)nc2ccccc21	-4.8	2.3
COc1ccc(-c2noc(CCCC(=O)NCCc3ccccc3)n2)cc1OC	4.0	-4.1
O=C(Cn1cc(COc2ccc3ccccc3c2)nn1)NS(=O)(=O)c1cccc(OC(F)F)c1	8.8	4.3
NC(=NCCc1c[nH]c2ccccc12)NS(=O)(=O)c1ccc2ccccc2c1	-20.0	17.1
COc1ccc(C2=NOC(Cn3nc(-c4ccccc4)cc3C(=O)NCc3cccs3)C2)cc1 (stereo not given)	14.6	6.0
CCn1cnc2scc(-c3ccc(OC)cc3)c2c1=O	-27.6	9.7
Cc1cccc(NC(=O)c2ccccc2NC(=O)C(C)(C)C)n1	-31.6	5.2
CN(C(=O)Nc1ccc(S(=O)(=O)N(C)C)cc1)C1CCCCC1	-9.0	7.3
O=C(Cc1ccccc1)Nc1ccccc1N1CCOCC1	1.9	-5.8
CCCC(=O)NC(c1ccc(C)cc1)c1ccc2cccnc2c1O (stereo not given)	60.7*	-43.0*
CCN(CC)S(=O)(=O)c1ccc(NC(=O)C(OC)c2ccccc2)cc1 (stereo not given)	29.9	-20.5
COC(=O)c1sccc1NC(=S)N1CCC(C(N)=O)CC1	-4.4	9.5
C/C(=N\NC(=S)NC(C)C)c1ccccc1OC(F)F	2.9	6.8
Cc1ccccc1-c1nc(C#N)c(NCc2ccco2)o1	2.6	-8.4
COCCCn1c2nc3ccccc3nc2c2c(=O)n(Cc3ccc(Cl)cc3)cnc21	24.9	3.5
FC(F)(F)C1=CC(c2ccc(Cl)cc2)=NCCN1	-0.8	-8.0
O=C(NNC(=O)C1CC1)c1cc(Cl)nc2ccccc12	5.5	-3.0
CN(C)c1nc(N)nc(CSc2nnnn2-c2ccc(Cl)cc2)n1	5.3	5.8
CCOC(=O)CSc1nc(C)cc(C)c1C#N	-9.6	27.4
CC1CCN(C(=O)CSc2nnc3ccc(-c4cccnc4)nn23)CC1	15.2	12.0
Cc1nnc(NC(=O)C2CCCC2)s1	5.1	1.3
CCN1C(=O)/C(=C2/SC(C)=C(C)N2CC)SC1=S	22.3	-6.8
O=C(NCc1cccnc1)c1cc(-c2ccc(Cl)cc2)oc1C(F)(F)F	20.6	-6.6
Cc1ccc(C(=O)OCC(=O)NCc2ccco2)cc1S(=O)(=O)N1CCOCC1	-4.6	-6.3
Cc1ccc(S(=O)(=O)N(CC(=O)NCc2ccco2)Cc2ccccc2F)cc1	-14.6	-2.1
NS(=O)(=O)c1ccc(CCNC(=O)NC2(C(F)(F)F)Oc3ccccc3O2)cc1	28.5	-17.5
O=C(CSc1cccc2cccnc12)Nc1ccc(S(=O)(=O)N2CCOCC2)cc1	72.4*	-46.3*
Cc1nc(-c2coc3cc(C)c(N=O)c(O)c3/c2=N\N)cs1	-10.7	7.8
COc1ccc(-c2cc3ccccc3s2)cc1[C@H]1[C@H]2C=CC[C@@H](C)[C@@H]2C(=O)N1Cc1ccccc1	13.3	13.4
C/C(=N\NC(=O)CSc1nc(C)cc(C)n1)c1ccc2c(c1)OCCO2	-3.1	-2.4
CCN(Cc1nc2cc(Cl)ccc2c(=O)[nH]1)C(=O)c1ccc(C)c(NC(=O)c2ccco2)c1	6.5	-5.6
COc1cc(C(=O)N2CCN(Cc3ccc4c(c3)OCO4)CC2)cc(OC)c1OC	2.4	-4.6
CC(CC(=O)O)CC(=O)Nc1cc([N+](=O)[O-])ccc1O (stereo not given)	-14.8	0.3
CCCS(=O)(=O)N1CCC(C(=O)NCCCOCC)CC1	6.5	4.8
COC(=O)c1ccc(CSc2nnc(-c3ccncc3)o2)o1	-4.9	12.0
COc1ccc(-c2nc(C)c(C(C)=O)n2O)cc1[N+](=O)[O-]	13.5	-10.9
O=C(NCc1cccs1)c1ccc2nc([C@@H]3O[C@H](CO)[C@H](O)[C@H](O)[C@H]3O)[nH]c2c1	6.9	-3.6
O=C(Cc1ccccc1Cl)N1CCOCC1	-1.7	1.9
COc1cccc(NC(=O)Cn2c(=O)n(-c3cc(OC)c(OC)c(OC)c3)c(=O)c3ccccc32)c1	8.8	-7.3
O=C(COC(=O)CNC(=O)c1ccccc1Cl)NC1CC1	-13.8	3.3
O=C(O)c1ccc2c(c1)CC(c1ccccc1)OC2=O (stereo not given)	-0.5	1.0
CCc1ccc(Nc2c([N+](=O)[O-])c(=O)oc3ccccc23)cc1	-2.4	3.0
COc1cccc(Nc2nc(CN)cs2)n1	-16.8	20.3
CC(NC(=O)c1ccco1)C(=O)N1CCN(c2cccc(Cl)c2)CC1 (stereo not given)	1.7	11.7
COc1ccc(NC(=O)CCCn2c(=S)[nH]c3ccccc3c2=O)cc1	17.7	-4.1
CCN1CCN(c2c(/C=C3\SC(=S)N(Cc4ccco4)C3=O)c(C)c(C#N)c(=O)n2C)CC1	14.0	-0.3
Cc1ccc(CN2CCN(c3ccccc3)CC2)o1	4.6	-8.5
CCCCSc1nnc([C@H](CC(C)C)NC(=O)OC(C)(C)C)o1	36.4	0.0
CC(C)Sc1oc(-c2ccco2)nc1S(=O)(=O)c1ccc(F)cc1	-31.1	16.0
CC1CN(CCc2ccccc2)C(C)C/C1=N/O (stereo not given)	17.4	2.4
CS(=O)(=O)N(CC(=O)O)c1cc(C(F)(F)F)ccc1Cl	-1.9	-8.4
O=C(c1ccc(Cn2cc([N+](=O)[O-])cn2)o1)N1CCCCCC1	3.0	9.5
CN(C)c1ncnc2c1ncn2CCn1cnc2c(N(C)C)ncnc21	-6.5	4.8
COC(=O)c1ccc(/C=C/c2c(-c3ccsc3)oc3ccc(N4CCOCC4)cc23)cc1	59.8*	-5.1*
O=C(/C=N/NC(=O)c1ccccc1Br)c1ccccc1	9.8	4.5

(more compounds)
canonical_smiles	TAG inh	TAG inh DAPI viability
O=C(COC(=O)c1ccccc1Sc1ccc(C(F)(F)F)cc1[N+](=O)[O-])NC(=O)NC1CCCC1	-0.3	-5.3
Cc1coc(C)c1C(=O)Nc1ccc2ccccc2c1	2.6	-6.0
CCS(=O)(=O)N1Cc2ccccc2CC1C(=O)Nc1nc(C)cs1 (stereo not given)	-3.6	-4.9
COc1ccc(OCC(=O)OC(C)CN2CCCCC2)cc1 (stereo not given)	-0.9	-0.5
Cc1n[nH]c(=O)c2c(NC(=O)CSc3ccc(F)cc3)oc(C)c12	2.7	1.1
COc1ccc(OC)c(C(=O)Nc2ccc3[nH]ccc3c2)c1	0.6	-4.6
O=C(Nc1cccs1)OCCN1CCN(Cc2ccccc2)CCC1=O	0.2	3.2
OC1(CNCc2ccccc2)C2CC3CC(C2)CC1C3 (stereo not given)	1.2	18.2
c1csc(-c2noc(CN3CCN4CCCC4C3)n2)c1 (stereo not given)	13.1	1.4
COC(=O)c1ccc(NC(=O)Cc2ccc(F)cc2)cc1	-15.4	-2.0
N#CC1=C(N)C(C#N)(C#N)C(c2cccnc2)C2CC(c3ccccc3)CC=C12 (stereo not given)	-10.5	-7.7
Cc1cccc2cc(C#N)c(NCCNC(=O)COc3ccccc3)nc12	-26.6	21.8
COc1ccc2cc(C[C@@H]3CC[C@@H](CNC(N)=O)O3)ccc2c1	-7.0	-0.2
CN1CCN(C(=O)c2c(O)c3cccc4c3n(c2=O)CCC4)CC1	-10.4	3.7
COc1ccc(C(=O)N2CCc3ccccc32)cc1S(=O)(=O)N1CCOCC1	-2.2	-2.4
O=C(OCc1nnc(-c2ccccc2)o1)c1ccc(CO)cc1	-10.6	17.2
CCOC(=O)c1cccc(Nc2nc(C)cc(C)n2)c1	-7.7	3.5
COc1ccc(/C=N/NC(=O)c2ccccc2[N+](=O)[O-])cc1CN1CCc2cc(OC)c(OC)cc2C1C (stereo not given)	-0.9	10.6
COc1ccc(S(=O)(=O)N2CCOC2CNC(=O)C(=O)NCCc2ccc(OC)c(OC)c2)cc1C (stereo not given)	7.5	-3.8
CCCCNC(=S)N1CCN(c2ccccc2Cl)CC1	-9.7	-13.0
COc1ccccc1CNC(=O)CSc1nnc2ccc(-c3cccnc3)nn12	2.6	0.8
COc1cccc2c(N/N=C/c3ccco3)cc(C)nc12	-11.1	2.6
CN(c1ccc(C(=O)NCc2ccccn2)cc1)S(=O)(=O)c1ccc(Cl)cc1	12.2	-0.4
CC1(C)CC(=O)C(C2C3=C(CC(C)(C)CC3=O)OC3=C2C(=O)CC(C)(C)C3)=C(O)C1	13.6	-12.8
CCc1ccc(C(C(=O)NCCOC)N(C(=O)Cn2nnc3ccccc32)c2cccnc2)cc1 (stereo not given)	15.1	-21.8
CC1CCN(C(=O)Cn2cc(SCC(=O)NCC3CCCO3)c3ccccc32)CC1 (stereo not given)	5.1	-12.3
N#CCCN1CCN(Cc2cc(-c3ccccc3)ccc2O)CC1	9.5	12.8
COc1ccc(CC(=O)Nc2ccc3c(c2)OCO3)cc1S(=O)(=O)N1CCOCC1	-5.2	-4.8
C/C(=N\Nc1ccc(F)cc1F)c1ccccc1O	22.0	-0.5
Cc1ccnc(NCc2ccccc2O)c1	-11.9	8.0
O=C(CS(=O)(=O)c1ccccc1)N1CCCCCC1	-2.6	-0.4
CCCn1c(N)c(N(CCOC)C(=O)CSCC(=O)Nc2ccc(C)cc2)c(=O)[nH]c1=O	6.2	-8.1
O=[N+]([O-])c1ccccc1/C=N/N1CCN(c2ccncc2S(=O)(=O)N2CCCCC2)CC1	4.5	-3.1
CCc1ccc(C(=O)C(C)OC(=O)Cn2[nH]c(=O)c3ccccc3c2=O)cc1 (stereo not given)	9.2	-0.2
CCOC(=O)c1c(NC(=O)C2COc3ccccc3O2)sc(C)c1C (stereo not given)	-11.5	-3.2
CC(=O)NS(=O)(=O)c1ccc(NC(=O)c2cc(-c3ccc(C)c(C)c3)nc3ccccc23)cc1	28.8	-10.5
Cc1ccc(C(=O)Nc2ccccc2C(=O)NCC2CCCO2)cc1 (stereo not given)	34.5	8.8
O=C(NCCS(=O)(=O)c1ccc(Br)cc1)c1ccc(F)cc1	5.9	1.6
CCCCn1c(N)c(N(CC)C(=O)c2cc(Br)ccc2Cl)c(=O)[nH]c1=O	-12.5	-4.3
O=C(NNC(=O)c1ccccc1O)c1ccc(NS(=O)(=O)c2ccc(F)c(F)c2)cc1	13.5	-5.6
COC1CCN(C(=O)c2ccc(OC3CCN(CCc4ccccc4)CC3)cc2)CC1	10.5	9.6
COC(=O)CCC(=O)N1CCCC(C(=O)c2cc(F)ccc2F)C1 (stereo not given)	3.0	4.9
COc1cccc(CN(Cc2ccco2)C(c2ccc(F)cc2)c2nnnn2C(C)(C)C)c1 (stereo not given)	-18.9	-5.6
O=c1c2ccccc2nc2n1C(CSCc1cccc(C(F)(F)F)c1)CS2 (stereo not given)	-24.1	5.9
CC(C)CCN(C(=S)Nc1cccc(F)c1)C(C)c1cccs1 (stereo not given)	10.5	0.2
CCOC(=O)C1=NNC2(c3ccc(C)cc3)C(=O)N(c3ccccc3)C(=O)C12 (stereo not given)	0.2	2.9
COc1ccc(-c2csc(NC(=O)CN3C(=O)NC4(CCCC4)C3=O)n2)c(OC)c1	8.3	-0.4
CCOc1ccccc1N1CCN(CC(=O)N(C2CCCC2)C2CCS(=O)(=O)C2)CC1 (stereo not given)	-5.4	-3.1

Screening results from PubChem BioAssay.
